IDH1 mut inh = blocks human IDH1 R132H reductase activity; diaphorase/resazurin fluorescence, 60 min; AID 624101; O75874; inhibition, % at 10 µM; 0.18% of 70,000 active; in the data active = inhibition above about 34%;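 note: 0% = DMSO and 100% = no enzyme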
Target sequence (O75874 whole entry R132H): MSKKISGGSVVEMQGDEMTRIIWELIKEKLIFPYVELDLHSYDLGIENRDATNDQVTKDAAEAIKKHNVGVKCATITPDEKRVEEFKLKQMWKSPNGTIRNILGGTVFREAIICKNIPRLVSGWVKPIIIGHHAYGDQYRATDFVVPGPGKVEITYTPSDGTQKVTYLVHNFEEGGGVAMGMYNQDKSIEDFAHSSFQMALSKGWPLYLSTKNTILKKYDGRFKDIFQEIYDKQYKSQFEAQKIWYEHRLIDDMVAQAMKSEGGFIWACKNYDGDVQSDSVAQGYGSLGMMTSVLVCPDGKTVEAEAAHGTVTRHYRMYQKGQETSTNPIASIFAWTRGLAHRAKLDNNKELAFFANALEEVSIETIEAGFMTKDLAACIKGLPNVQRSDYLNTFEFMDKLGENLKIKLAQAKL
PRC2 inh = blocks human EZH2/PRC2 H3K27 methylation | Q15910 | DELFIA TRF, 1 h | inhibition, % at 12.5 µM | 0.35% of 57,000 active;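 active = mean inhibition of replicates at least 50% and every single replicate also reaching 50%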;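 note: dimethyl H3K27 on biotinylated H3 21-44 peptide detected by antibody; plate controls were median neutral control wells for no effect and median positive control wells for full effect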
* marks the source's active call; other numbers are inactive results; nt = not tested or not shown. An excerpt; count on the stated rates, not on these rows.

SMILES	IDH1 mut inh	PRC2 inh
COc1ccc(/C=N\NC(=O)c2ccccc2O)c(O)c1	nt	19
C[C@@H]1CCCCO[C@H](CN(C)S(=O)(=O)c2cn(C)cn2)[C@@H](C)CN([C@H](C)CO)C(=O)c2cc(NS(=O)(=O)c3ccc(Cl)cc3)ccc2O1	-12	nt
C[C@@H]1CN([C@@H](C)CO)C(=O)c2cc(NS(=O)(=O)c3ccccc3)ccc2O[C@@H]1CN(C)Cc1ccccc1	0.0	10
CO[C@@H]1CN(C)C(=O)c2ccc(NC(=O)C3CCCC3)cc2OC[C@@H](C)N(S(=O)(=O)c2ccc(Cl)cc2)C[C@H]1C	0.3	-13
COc1ccc(S(=O)(=O)N(C)C[C@H]2Oc3ccc(NC(=O)C4CC4)cc3C(=O)N([C@@H](C)CO)C[C@H]2C)cc1	-9.5	-3
CO[C@H]1CN(C)C(=O)c2cc(NC(C)=O)ccc2OC[C@@H](C)N(C(=O)c2ccc(F)cc2)C[C@H]1C	0.0	0
CS(=O)(=O)Nc1ccc2c(c1)[C@@H]1C[C@@H](CC(=O)N3CCc4ccccc4C3)O[C@H](CO)[C@@H]1O2	-0.1	-2
Cn1c2ccc(Br)cc2c2nnc(SCC(=O)N=C3NC(=O)CS3)nc21	1.4	-4
C[C@H](CO)N1C[C@H](C)[C@@H](CN(C)C(=O)Cc2cccnc2)Oc2ncc(C#Cc3ccccc3F)cc2C1=O	0.3	-15
C[C@@H]1CN([C@H](C)CO)C(=O)c2cccc(NC(=O)C3CC3)c2O[C@H]1CN(C)C	-0.1	4
C[C@H](CO)N1C[C@H](C)[C@H](CN(C)Cc2ccccc2)Oc2ccc(NC(=O)Cn3cnnn3)cc2CC1=O	nt	3
CO[C@H]1CN(C)C(=O)c2cc(NC(=O)C3CC3)ccc2OC[C@@H](C)N(C(=O)c2ccncc2)C[C@@H]1C	0.2	12
O=C(C[C@@H]1C=C[C@@H](NC(=O)c2ccc3c(c2)OCO3)[C@H](CO)O1)NCc1ccc(Oc2ccccc2)cc1	0.1	17
COc1ccc(C(=O)CSc2nnc(-c3ccc(Cl)cc3)n2-c2ccc(OC)cc2)cc1	0.0	1
C[C@@H]1CN([C@H](C)CO)C(=O)c2cccc(NC(=O)C3CC3)c2O[C@H]1CN(C)C(=O)NC1CCCCC1	2.1	14
CN1[C@@H](CC(=O)c2ccccc2)CCC[C@H]1C[C@H](O)c1ccccc1	-0.2	14
C[C@@H]1CN([C@H](C)CO)C(=O)c2cccc(NC(=O)c3ccc(-c4nccs4)cc3)c2O[C@@H]1CN(C)Cc1ccncc1	-5.5	nt
CCn1c(SCC(=O)Nc2ccccc2Br)nnc1-c1ccccc1O	-0.2	10
COc1ccc(C)cc1NC(=O)CNS(=O)(=O)c1cc(Cl)ccc1Cl	0.2	1
CCCC#Cc1cnc2c(c1)C(=O)N([C@@H](C)CO)C[C@H](C)[C@@H](CN(C)Cc1ccc(F)cc1)O2	-2.6	-7
CO[C@@H]1CN(C)C(=O)c2ccc(NC(C)=O)cc2OC[C@@H](C)N(C(=O)C2CCC2)C[C@H]1C	0.5	4
C[C@@H]1CN([C@H](C)CO)C(=O)c2cc(C#CC3(O)CCCC3)cnc2O[C@H]1CN(C)C(=O)Cc1cccnc1	0.5	3
C[C@@H]1CN([C@@H](C)CO)C(=O)c2cc(-c3cccc(F)c3)cnc2O[C@@H]1CN(C)C(=O)c1cnccn1	-9.1	nt
C[C@@H]1CCCCO[C@H](CN(C)C(=O)CCC(F)(F)F)[C@H](C)CN([C@H](C)CO)C(=O)c2cc(NS(C)(=O)=O)ccc2O1	-0.3	-5
C[C@@H]1CN([C@@H](C)CO)S(=O)(=O)c2ccc(C#Cc3ccc(F)cc3)cc2O[C@@H]1CN(C)C(=O)CN(C)C	-2.8	-19

Laid out differently: results already given
| Molecule | IDH1 mut inh | PRC2 inh |
| --- | --- | --- |
| CS(=O)(=O)Nc1ccc2c(c1)[C@@H]1C[C@@H](CC(=O)N3CCc4ccccc4C3)O[C@H](CO)[C@@H]1O2 | -0.1 | -2 |
| C[C@H](CO)N1C[C@H](C)[C@@H](CN(C)C(=O)Cc2cccnc2)Oc2ncc(C#Cc3ccccc3F)cc2C1=O | 0.3 | -15 |
| C[C@H](CO)N1C[C@H](C)[C@H](CN(C)Cc2ccccc2)Oc2ccc(NC(=O)Cn3cnnn3)cc2CC1=O | nt | 3 |
| C[C@@H]1CCCCO[C@H](CN(C)S(=O)(=O)c2cn(C)cn2)[C@@H](C)CN([C@H](C)CO)C(=O)c2cc(NS(=O)(=O)c3ccc(Cl)cc3)ccc2O1 | -12 | nt |

Taken from above.
`C[C@@H]1CN([C@@H](C)CO)S(=O)(=O)c2ccc(C#Cc3ccc(F)cc3)cc2O[C@@H]1CN(C)C(=O)CN(C)C` in IDH1 mut inh is entered as -2.8
`C[C@H](CO)N1C[C@H](C)[C@H](CN(C)Cc2ccccc2)Oc2ccc(NC(=O)Cn3cnnn3)cc2CC1=O` in PRC2 inh is entered as 3
`CO[C@H]1CN(C)C(=O)c2cc(NC(C)=O)ccc2OC[C@@H](C)N(C(=O)c2ccc(F)cc2)C[C@H]1C` in PRC2 inh is entered as 0
`C[C@@H]1CN([C@@H](C)CO)C(=O)c2cc(-c3cccc(F)c3)cnc2O[C@@H]1CN(C)C(=O)c1cnccn1` in IDH1 mut inh is entered as -9.1
`C[C@@H]1CCCCO[C@H](CN(C)S(=O)(=O)c2cn(C)cn2)[C@@H](C)CN([C@H](C)CO)C(=O)c2cc(NS(=O)(=O)c3ccc(Cl)cc3)ccc2O1` in IDH1 mut inh is entered as -12

Carrying on.
SMILES	IDH1 mut inh	PRC2 inh
C[C@H](CO)N1C[C@H](C)[C@@H](CN(C)Cc2ccncc2)Oc2c(NS(=O)(=O)c3ccc(Cl)cc3)cccc2C1=O	11	nt
Cc1noc(C)c1S(=O)(=O)N(C)C[C@H]1OCCCC[C@H](C)Oc2ccc(NC(=O)NC(C)C)cc2C(=O)N([C@H](C)CO)C[C@@H]1C	-0.4	nt
C[C@@H]1CN([C@H](C)CO)C(=O)c2ccccc2-c2ccccc2CO[C@@H]1CN(C)Cc1cccc(F)c1	-0.7	10
Cc1noc(C)c1S(=O)(=O)N(C)C[C@@H]1OCCCC[C@@H](C)Oc2ccc(NS(C)(=O)=O)cc2C(=O)N([C@H](C)CO)C[C@H]1C	1.8	nt
Cc1ccc(-c2ccc3c(c2)O[C@H](CN(C)C(=O)Nc2ccc(C(F)(F)F)cc2)[C@@H](C)CN([C@H](C)CO)S3(=O)=O)cc1	0.4	nt
CCOC(=O)c1ccc(NC(=O)CCC2COc3ccccc3O2)cc1 (stereo not given)	-0.2	14
COc1ccc(CN(C)C[C@H]2OCCCC[C@@H](C)Oc3ccc(NC(=O)NC4CCCCC4)cc3C(=O)N([C@H](C)CO)C[C@H]2C)cc1	0.9	nt
O=C(NCC(c1ccc[nH]1)C(F)(F)F)Nc1ccccc1 (stereo not given)	-1.2	-4
Cc1ccc(S(=O)(=O)N(C)C[C@@H]2Oc3c(NS(=O)(=O)c4c(C)noc4C)cccc3C(=O)N([C@H](C)CO)C[C@@H]2C)cc1	-3.2	nt
C[C@H]1CN([C@@H](C)CO)C(=O)Cc2cc(NC(=O)Nc3ccc(C(F)(F)F)cc3)ccc2O[C@H]1CN(C)CC1CC1	-0.1	nt
C[C@@H]1CN([C@@H](C)CO)C(=O)Cc2cc(NC(=O)Nc3ccc(F)cc3)ccc2O[C@H]1CN(C)C(=O)NC1CCCCC1	2.7	6
CO[C@@H](CN(C)S(=O)(=O)c1ccccc1)[C@H](C)CN(Cc1ccccc1Cl)[C@H](C)CO	-0.1	5
CO[C@@H]1CN(C)C(=O)c2ccc(NC(C)=O)cc2OC[C@H](C)N(C(=O)CN(C)C)C[C@H]1C	nt	13
Cc1ccc(S(=O)(=O)CCSc2cccc(C(=O)Nc3ccccc3)c2)cc1	-0.2	-12
C[C@@H]1CN([C@H](C)CO)C(=O)c2cc(NC(=O)CCC(F)(F)F)ccc2O[C@@H](C)CCCCO[C@H]1CN(C)S(=O)(=O)c1ccccc1	0.6	nt
C[C@@H]1CN([C@@H](C)CO)C(=O)c2cc(C#CCN(C)C)cnc2O[C@@H]1CN(C)Cc1ccc(-c2ccccc2)cc1	nt	-23
O=C(OC[C@@H]1[C@H]2c3ccccc3OC1(CO)N=C1SCc3ccccc3CN12)c1ccccc1	nt	2
COc1ccc(CNC(=O)C[C@H]2C[C@@H]3c4cc(N(C)C)ccc4O[C@@H]3[C@H](CO)O2)cc1	-1.9	-4
CO[C@H]1CN(C)C(=O)c2ccc(NC(=O)Nc3ccccc3)cc2OC[C@H](C)N(C(=O)CC2CC2)C[C@H]1C	-0.2	-1
Cc1c(NC(=O)CSc2nncc3ccccc23)c(=O)n(-c2ccccc2)n1C	0.2	-11
COc1ccccc1NC(=O)N[C@@H]1C=C[C@H](CC(=O)NCc2ccc(Cl)c(Cl)c2)O[C@@H]1CO	0.2	-6
NC(=O)C(Cc1ccccc1)NS(=O)(=O)c1ccc2oc3ccccc3c2c1 (stereo not given)	-0.1	9
C[C@@H]1CCCCO[C@H](CN(C)C(=O)Nc2ccc(F)cc2)[C@@H](C)CN([C@@H](C)CO)C(=O)c2cc(NC(=O)NC3CCCCC3)ccc2O1	2.1	nt
Cc1[nH]c2ccc(CN3C(=O)c4ccccc4C3=O)cc2c1C	0.1	9
Cc1ccc2c(c1)C(O)(CC(=O)c1cccnc1)C(=O)N2 (stereo not given)	0.0	-12
SMILES	IDH1 mut inh	PRC2 inh
O=C(NCC[C@@H]1CC[C@H](NC(=O)C2CCOCC2)[C@@H](CO)O1)c1cc(Cl)cc(Cl)c1	-0.1	9
Cc1nnc(SCc2cc(=O)[nH]c(=S)[nH]2)s1	-0.8	nt
CCC(C)(NC(C)=O)C(=O)NC(Cc1c[nH]c2ccccc12)C(=O)NC(CCC(N)=O)C(=O)O (stereo not given)	-0.1	19
Cn1c(CC(=O)Nc2ccc(Cl)c(Cl)c2)n[nH]c1=S	4.1	nt
CCc1c(C)sc(NC(=S)Nc2cnccn2)c1C(=O)OC	0.0	4
C[C@H](CO)N1C[C@H](C)[C@H](CN(C)Cc2ccc(C(=O)O)cc2)OCCCC[C@H](C)Oc2ccc(NC(=O)C3CCCCC3)cc2C1=O	5.0	nt
N#CCC(=O)Cc1ccccc1[N+](=O)[O-]	0.6	2
CO[C@@H]1CN(C)C(=O)c2ccc(NC(C)=O)cc2OC[C@H](C)N(C(=O)CC2CC2)C[C@H]1C	-0.2	-4
C/C=C/c1cnc2c(c1)C(=O)N([C@@H](C)CO)C[C@H](C)[C@@H](CN(C)Cc1ccccc1F)O2	-0.4	4
COc1ccccc1CCNS(=O)(=O)c1ccc(C(=O)O)n1C	-0.8	0
O=C(C[C@H]1C=C[C@H](NC(=O)Nc2ccc(C(F)(F)F)cc2)[C@@H](CO)O1)NCc1ccccn1	0.0	-10
O=C(Cc1ccccn1)N[C@H]1CC[C@H](CCn2cc(-c3ccccc3)nn2)O[C@@H]1CO	0.0	2
C[C@@H]1CN([C@H](C)CO)C(=O)c2cc(C#Cc3cccc(F)c3)cnc2O[C@H]1CN(C)CC1CCCC1	-1.1	-7
O=C(C[C@@H]1C[C@@H]2c3cc(NC(=O)Nc4ccccc4)ccc3O[C@@H]2[C@H](CO)O1)NC1CCCCC1	-0.2	12
C[C@@H]1CCCCO[C@H](CN(C)S(=O)(=O)c2ccccc2)[C@H](C)CN([C@H](C)CO)C(=O)c2cc(NS(=O)(=O)c3ccc(Cl)cc3)ccc2O1	1.7	nt
Cc1ccc(OCC(O)Cn2c(C(C)C)nc3ccccc32)cc1 (stereo not given)	0.3	-6
Cc1ccccc1S(=O)(=O)NCC[C@H]1CC[C@H](NC(=O)C2CCCC2)[C@@H](CO)O1	-0.1	5
CN(C)c1ccc2c(c1)[C@@H]1C[C@@H](CC(=O)NCc3ccccc3F)O[C@H](CO)[C@@H]1O2	-1.7	4
COc1ccc(NC(=O)Nc2ccc3c(c2)CC(=O)N([C@@H](C)CO)C[C@@H](C)[C@@H](CN(C)C(=O)Nc2ccc(C(F)(F)F)cc2)O3)cc1	0.4	nt
CON(C)c1nc(Oc2ccc(=O)[nH]n2)nc(N(C)C)n1	0.5	1
C[C@@H]1CN([C@@H](C)CO)C(=O)c2cc(C3=CCCC3)cnc2O[C@@H]1CN(C)C(=O)c1ccc(F)cc1	-2.6	2
O=C(C[C@H]1C[C@@H]2c3cc(NS(=O)(=O)c4ccc(F)cc4)ccc3O[C@@H]2[C@@H](CO)O1)N1CCc2ccccc2C1	0.7	0
COC(=O)c1ccc(/C=N/NC(=O)c2ccccc2O)cc1	nt	20
COc1ccc(-c2cnc3c(c2)C(=O)N([C@@H](C)CO)C[C@@H](C)[C@@H](CN(C)C(=O)Cc2ccccc2)O3)cc1	-0.2	4
CO[C@@H]1CN(C)C(=O)c2cc(NC(=O)C3CCCC3)ccc2OC[C@H](C)N(CCC(F)(F)F)C[C@@H]1C	-0.5	15
SMILES	IDH1 mut inh	PRC2 inh
C[C@@H]1CN([C@H](C)CO)C(=O)c2cccc(NS(=O)(=O)c3ccccc3)c2O[C@H]1CN(C)Cc1ccc(-c2ccccc2)cc1	1.6	nt
CN(C)C(=O)C[C@@H]1C[C@@H]2c3cc(NC(=O)NC4CCCCC4)ccc3O[C@@H]2[C@@H](CO)O1	-0.6	7
CCCNC(=O)C[C@H]1C[C@@H]2c3cc(NC(=O)NC4CCCCC4)ccc3O[C@@H]2[C@@H](CO)O1	0.2	6
CCC(=O)N(C)C[C@H]1Oc2cc(-c3cccc(OC)c3)ccc2S(=O)(=O)N([C@@H](C)CO)C[C@H]1C	-4.8	-7
COc1ccc(NC(=O)N(C)C[C@H]2Oc3ccc(NC(=O)NC4CCCCC4)cc3C(=O)N([C@H](C)CO)C[C@H]2C)cc1	0.7	-1
C[C@@H]1CN([C@H](C)CO)C(=O)c2cc(NC(=O)Nc3ccccc3)ccc2O[C@@H](C)CCCCO[C@H]1CN(C)C(=O)Nc1ccc(C(F)(F)F)cc1	-3.1	nt

Compound activity deposited in PubChem BioAssay by Broad Institute.
